GSK3A inh = blocks human GSK-3 alpha kinase. P49840. ADP-Glo luminescence, 60 min. inhibition, % at 10 µM. hit rate 0.1% among 320,000. AID 2650;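 in the data active means inhibition above about 50%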;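 further: GST-tagged GSK-3 alpha with peptide substrate and 25 µM ATP; 0% = DMSO neutral wells and 100% = GW8510 positive control wells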
GSK3B inh = human GSK3beta kinase inhibition; P49841; GST-GSK3beta kinase, ADP-Glo luminescence, 60 min; hits give low values; activity score (negative = inhibition), % at 10 µM; hit rate 0.038% among 300,000; AID 2097;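 active means more than half of replicate wells score below -50%, meaning over 50% inhibition versus plate controls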;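 further: 0% = median DMSO wells and -100% = median GW8510 positive control wells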
Target sequence (P49841 whole entry, looked up): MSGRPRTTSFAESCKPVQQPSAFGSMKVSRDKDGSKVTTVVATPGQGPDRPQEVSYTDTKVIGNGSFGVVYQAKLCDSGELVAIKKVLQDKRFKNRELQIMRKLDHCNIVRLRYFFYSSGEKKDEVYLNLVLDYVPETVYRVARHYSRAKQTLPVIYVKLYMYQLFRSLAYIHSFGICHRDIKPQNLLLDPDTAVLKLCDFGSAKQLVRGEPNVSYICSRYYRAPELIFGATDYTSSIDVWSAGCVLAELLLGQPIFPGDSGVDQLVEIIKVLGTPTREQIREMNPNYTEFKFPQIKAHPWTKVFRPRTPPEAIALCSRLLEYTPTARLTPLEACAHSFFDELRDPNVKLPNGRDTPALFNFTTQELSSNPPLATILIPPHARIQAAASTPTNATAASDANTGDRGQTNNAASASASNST
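test system = GST-tagged human GSK3beta kinase, cell-free | reagent = 25 µM ATP with peptide substrate | dosing = one dose of 10 µM per compound | schedule = 60 min reaction, RT | detection = luminescent ADP-Glo measurement of ADP formed | control set = DMSO neutral wells and GW8510 at 20 µM as positive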
KCNK3 inh = human KCNK3 channel inhibition, primary screen. O14649. CHO-KCNK3 thallium flux, FluxOR fluorescence; hits give low values. B-score at 10 µM. hit rate 0.84% among 340,000. AID 602410;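 active means B-score under library mean minus 4 SD, starting fluorescence ratio at most library mean plus 5 SD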;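 further: more negative B-score means stronger inhibition of thallium flux through KCNK3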
Target sequence (O14649 whole entry, looked up): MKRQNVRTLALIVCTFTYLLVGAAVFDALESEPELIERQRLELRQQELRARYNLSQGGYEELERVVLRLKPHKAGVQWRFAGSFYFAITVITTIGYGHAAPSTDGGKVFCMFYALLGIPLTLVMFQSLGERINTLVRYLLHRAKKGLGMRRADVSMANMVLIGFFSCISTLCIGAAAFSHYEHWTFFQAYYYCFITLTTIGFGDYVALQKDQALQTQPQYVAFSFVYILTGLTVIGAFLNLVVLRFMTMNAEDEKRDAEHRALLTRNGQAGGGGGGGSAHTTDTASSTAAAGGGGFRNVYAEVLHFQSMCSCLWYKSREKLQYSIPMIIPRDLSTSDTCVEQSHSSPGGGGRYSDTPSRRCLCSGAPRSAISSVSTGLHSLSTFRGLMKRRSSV
DYRK1A inh = inhibitors of rat Dyrk1A kinase; ADP-Glo luminescence, NFATc1 peptide; inhibition, % at 12.5 µM; hit rate 0.43% among 310,000; AID 504441; in the data active means inhibition above about 50%;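 further: plate controls were vehicle with enzyme for no effect and no enzyme for full effect; many of its hits are not listed in these tables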
RGS4 pot = potentiators or activators of RGS4; HEK293 M3R/inducible RGS4, carbachol calcium flux Fluo4; hits give low values; B-score at 10 µM; hit rate 0.92% among 310,000; AID 463111;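 active means B-score of the integrated calcium signal more than 4 SD below the library mean, with starting fluorescence not abnormally high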;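 further: negative B-score means reduced calcium response which marks RGS4 activation or potentiation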
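Material: Inducible-RGS4 HEK293 cells carrying M3 receptor; also added: carbachol at ECmax as muscarinic agonist stimulus; incubation: compound preincubation 20 min at room temperature before agonist; signal: Fluo4-AM (2 µM) calcium-flux fluorescence, kinetic read; measure: integrated calcium ratio converted to B score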
KCNQ1 inh = inhibitors of human KCNQ1 potassium channel. hit rate 1.3% among 310,000. B-score at 10 µM. CHO-K1 KCNQ1, FluxOR thallium flux fluorescence; hits give high values;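 active means compounds whose thallium flux B-score, printed positive for inhibition, exceeds three library SD while starting fluorescence stays within three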;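 further: channel opened by potassium depolarization with thallium stimulus after 20 min compound exposure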
hERG protect = hERG (human) protection from proarrhythmic block; activation (rescue from dofetilide block), less the hit threshold, % at 10 µM; Q12809; hit rate 0.51% among 310,000; AID 1511; CHO-hERG, FluxOR thallium flux, dofetilide IC70 present;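 active means activation above the mean of controls blocked by dofetilide plus 5 SD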;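 further: thallium influx through hERG after potassium depolarization seen as dye fluorescence rise; in these data hits start at about 4.7%; inactives centre near -7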
PolyA inhibitor = yeast polyadenylation inhibition. S. cerevisiae SKY197-pL101 polyadenylation reporter, beta-gal luminescence; efflux-impaired pdr1/pdr3 knockout yeast; score 100 = 6 SD above DMSO. calls only at 12 µM. hit rate 0.02% among 300,000. AID 1875;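 active means lowest replicate activity score at least 50, where 100 means six control SD above control mean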;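 further: yeast exposed to compound for 9 h at 30 °C; higher score means more reporter readthrough which indicates perturbed polyadenylation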
KCNK9 inh = inhibitors of human KCNK9 two-pore domain potassium channel | HEK293 KCNK9, FluxOR thallium flux fluorescence; hits give low values | AID 488922 | Q9NPC2 | B-score at 10 µM | hit rate 1.2% among 310,000;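 active means ratio B-score over 3 SD below the library mean, with starting fluorescence within 5 SD of its mean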;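 further: negative B-score means less thallium flux so channel inhibition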
KCNQ1 pot = potentiates or activates the human KCNQ1 potassium channel. P51787. CHO-K1 KCNQ1, thallium flux FluxOR fluorescence; hits give high values. B-score at 10 µM. hit rate 0.35% among 310,000. AID 2648;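 active means fluorescence ratio B-score, a plate-corrected score, at least three library SD, with initial intensity B-score within 5 SD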
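System: CHO-K1 cells stably expressing KCNQ1 / Medium: assay buffer for compound exposure, DMSO matched across wells / Reagent: thallium- and potassium-containing depolarizing buffer / Compound: one concentration, matched DMSO / Incubation: 20 min compound pretreatment at room temperature / Measured by: kinetic FluxOR fluorescence, 10 s baseline plus 110 s post-stimulus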
RGS4 block = inhibitors of human RGS4; hit rate 0.45% among 310,000; B-score at 10 µM; HEK293 M3R/RGS4 inducible, Fluo-4 calcium flux; hits give high values; triggered by carbachol at its EC20; AID 463165;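 active means B-score, a plate-corrected calcium signal, over three deviations above library mean, with baseline fluorescence within five deviations of library mean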;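 further: RGS4 expression induced by doxycycline in cells with stable M3 receptor; B-score is computed from the integrated fluorescence ratio over baseline after carbachol; higher B-score means a larger calcium signal and so more RGS4 inhibition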
Target sequence (P49798 whole entry, looked up): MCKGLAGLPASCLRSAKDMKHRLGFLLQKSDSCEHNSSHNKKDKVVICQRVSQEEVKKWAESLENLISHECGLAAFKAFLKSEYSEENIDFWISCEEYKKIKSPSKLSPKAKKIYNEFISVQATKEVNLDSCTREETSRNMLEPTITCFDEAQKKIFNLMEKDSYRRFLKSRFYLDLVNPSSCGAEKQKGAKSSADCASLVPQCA
An asterisk follows results filed as active; i = inactive; . = no result given. Not all compounds are listed; the hit share may differ from the screen's.

SMILES	GSK3A inh	GSK3B inh	KCNK3 inh	DYRK1A inh	RGS4 pot	KCNQ1 inh	hERG protect	PolyA inhibitor	KCNK9 inh	KCNQ1 pot	RGS4 block
Cc1ccc(C(=O)CSc2ncnc3sc4c(c23)CCCC4)cc1	-0.8	-6.4	i	-0.3	i	i	-8.5	i	i	i	i
C=CCNC(=O)/C(=C/c1cccc([N+](=O)[O-])c1)NC(=O)c1ccco1	0.7	-1.0	i	.	i	i	-10.5	i	i	i	i
COC(=O)c1cc(NC(=O)Cc2ccccc2[N+](=O)[O-])cc(C(=O)OC)c1	-0.5	-1.5	i	5.7	i	i	-8.5	i	i	i	i
CC(C)N1CCN(Cc2ccc(OCc3ccccc3)cc2)CC1CCO (configuration not stated)	1.0	1.7	i	13.1	-7.04*	i	-10.3	i	i	i	i
CCOC(=O)CC1(NC(=O)C2CCC(=O)N(CCc3ccccc3)C2)CCCCC1 (configuration not stated)	0.2	-0.6	i	-4.3	i	i	-2.8	i	i	i	i
Cn1c(=O)oc2cc(S(=O)(=O)NCCN3CCN(c4ccccc4)CC3)ccc21	-2.1	-3.2	i	1.2	i	i	-7.3	i	i	i	i
CCc1c(C(=O)N/N=C/c2cccs2)nnn1-c1nonc1N	3.9	-0.5	i	4.5	i	i	-6.0	i	i	i	i
OC[C@H]1O[C@H](OCc2ccccc2)[C@H](O[C@@H]2OC[C@@H](O)[C@H](O)[C@H]2O)[C@@H](O)[C@@H]1O	-1.4	-3.7	i	0.0	i	i	-3.3	i	i	i	i
Cc1ccc(OCCn2cccn2)c(C)c1	-7.0	-0.8	i	-0.1	i	i	-8.8	i	i	i	i
CCSc1nc(CC)c2c(c1C#N)CCCC2	-1.7	3.9	i	0.4	i	i	-9.9	i	i	i	i
Cn1c(=O)[nH]c(=O)c2c1nc(N1CCCC1)n2CCCSc1nc2ccccc2o1	-0.2	-0.3	i	6.6	i	i	-14.6	i	i	i	i
COc1ccccc1-c1c(C)nn2c(C)cc(C)nc12	-2.1	0.4	i	1.2	i	i	-6.7	i	i	i	i
CCn1c(SCC(=O)Nc2ccc(OC)c(OC)c2)nnc1-c1cccs1	3.2	6.0	i	-1.6	i	i	-16.3	i	i	i	i
O=C(NNC(=S)NC1CCCCC1)c1ccccc1Cl	-2.0	0.3	i	1.3	i	i	-19.3	i	i	i	i
COc1ccc(CCN2C(=O)c3[nH]nc(-c4ccccc4O)c3C2c2ccc(C)cc2)cc1OC (configuration not stated)	-1.8	-22.0	i	4.3	i	i	-29.0	i	i	i	i
Cc1cccc(NC(=O)CCS(=O)(=O)c2ccc3c(c2)oc(=O)n3C)c1	-1.5	-0.7	i	-1.0	i	i	-9.4	i	i	i	i
Cc1ccc(N2CCCn3c2cc(C)c(C#N)c3=O)cc1C	1.5	-2.2	i	1.2	i	i	-19.2	i	i	i	i
Cc1nn(-c2ccccc2)c(N2CCCC2)c1/C=N/NC(=O)c1cc(-c2ccccc2)nc2ccccc12	-0.3	1.5	i	-1.8	i	i	-21.3	i	i	i	i
COc1ccc(-n2c(C)cc(C(=O)CN3CCC(C)CC3)c2C)cc1	-0.1	-1.4	i	-20.1	i	i	-12.9	i	i	i	i
Cc1ccc(N2C(=O)C(O)(C(F)(F)F)C3=C2CC(C)(C)CC3=O)cc1C (configuration not stated)	1.9	1.7	i	1.0	i	i	-13.9	i	i	i	i
Cc1ccc(N2C(=O)CC(N3CCN(C4CCc5ccccc5C4)CC3)C2=O)cc1 (configuration not stated)	4.8	2.4	i	7.1	i	i	-3.2	i	i	i	i
Cc1cc(C)nc(Sc2c(C)n[nH]c2C)n1	0.2	1.6	i	-6.6	i	i	5.1*	i	i	i	i
CC(C)OCCCNC(=O)Cn1ccc2cc(S(=O)(=O)N3CCCCCC3)ccc21	-11.0	3.0	i	2.6	i	i	-2.3	i	i	i	i
Cc1nc(/N=C(\N)Nc2ccccc2)nc2ccccc12	.	3.4	.	.	i	i	-8.0	i	i	i	i
COc1cc(C(=O)NC(=S)Nc2ccc([N+](=O)[O-])cc2C)cc(OC)c1OC	-0.9	-2.0	i	-0.1	i	i	-5.2	i	i	i	i
N#C/C(=C(/O)c1ccc([N+](=O)[O-])cc1)c1nnc2n1CCCCC2	-7.2	2.4	i	0.8	i	i	-8.7	i	i	i	i
COc1ccc(/C(C)=N/OC/C(O)=C(\C#N)c2nc3ccccc3[nH]2)c(OC)c1	1.7	-0.4	i	2.1	i	i	-13.0	i	i	i	i
O=C(N[C@@H](Cc1ccccc1)C(=O)O)c1cccs1	-2.3	-14.0	i	-1.4	i	i	-1.4	i	i	i	i
Cc1ccc(C(=O)NC(=S)NCc2cccnc2)cc1	.	0.8	i	1.2	i	i	-6.3	i	i	i	i
O=c1c2cc3c(nc2[nH]c(=S)n1-c1ccccc1)CCCC3	-2.1	0.5	i	3.2	i	i	-3.6	i	i	i	i
CN1C(C(=O)Nc2ccc(OC(F)(F)F)cc2)=CC(c2ccc3c(c2)OCO3)=NS1(=O)=O	2.8	-23.9	i	-2.7	i	i	-2.0	i	i	i	i
CCC(C)(C)n1nnnc1C(c1cc2cc(C)cc(C)c2[nH]c1=O)N1CCN(C(=O)c2ccco2)CC1 (configuration not stated)	-1.7	-2.9	i	-8.4	i	i	-10.5	i	i	i	i
CC(C)(C)n1nnnc1C(c1cccnc1)N(Cc1ccccc1)Cc1cccs1 (configuration not stated)	8.4	-0.6	i	-4.6	i	i	-8.4	i	-12.7*	i	i
CCOc1ccc(Nc2ccc([N+](=O)[O-])c3nonc23)cc1	5.4	-1.2	i	5.9	i	7*	-7.2	i	i	i	i
CCOC(=O)c1c(-c2ccc(C)cc2)csc1NC(=O)c1ccc(N2C(=O)CCC2=O)cc1	1.0	1.0	i	-3.8	i	i	-8.3	i	i	i	i
N#C/C(=C\c1ccc2c(c1)OCCO2)C(=O)Nc1ccc(C(=O)O)cc1	4.8	-0.6	i	5.6	i	i	-6.2	i	i	i	i
CCn1c(/C=C/c2c(C)n(CC)c3ccccc23)nc2ccccc2c1=O	-9.3	-1.1	i	-3.6	i	i	-3.3	i	i	i	i
COc1ccccc1-c1n[nH]c(=S)n1-c1ccccc1	-1.4	-2.6	i	-2.4	i	i	-2.6	i	i	i	i
Cc1[nH]c(C)c(S(=O)(=O)N(Cc2ccccc2)C(C)C)c1C(=O)N1CCCC1	-1.7	-1.6	i	7.8	i	i	-11.6	i	i	i	i
O=C(CCCn1nnnc1CN1CCOCC1)N1CCC(c2ccccc2F)C1 (configuration not stated)	.	-5.1	i	-4.1	i	i	-4.3	i	i	i	i
Cn1c(=O)n(C)c2cc(C(=O)c3ccccc3)ccc21	1.0	-5.8	i	1.4	i	i	-7.7	i	i	i	i
O=C(Cc1cnc2ncnn2c1)N1CCc2c([nH]c3ccccc23)C1c1ccccn1 (configuration not stated)	-0.2	0.2	i	0.8	i	i	-6.6	i	i	i	i
Cc1cnc(C(=O)N2CCCC(C(=O)c3ccc(Cl)cc3C)C2)cn1 (configuration not stated)	1.8	-0.7	i	1.4	i	i	-13.6	i	i	i	i
CS(=O)(=O)c1ccc(Cl)c(C(=O)NCC2CCCCC2)c1	-1.4	-18.3	i	2.6	i	i	-9.3	i	i	i	i
CCCC(C(=O)NC(C)(C)CC)N(Cc1ccco1)C(=O)CNS(=O)(=O)c1ccccc1 (configuration not stated)	4.7	-0.3	i	13.3	i	i	-11.3	i	i	i	i

Two records picked at random from the list so far:
SMILES	GSK3A inh	GSK3B inh	KCNK3 inh	DYRK1A inh	RGS4 pot	KCNQ1 inh	hERG protect	PolyA inhibitor	KCNK9 inh	KCNQ1 pot	RGS4 block
COc1ccccc1-c1c(C)nn2c(C)cc(C)nc12	-2.1	0.4	i	1.2	i	i	-6.7	i	i	i	i
OC[C@H]1O[C@H](OCc2ccccc2)[C@H](O[C@@H]2OC[C@@H](O)[C@H](O)[C@H]2O)[C@@H](O)[C@@H]1O	-1.4	-3.7	i	0.0	i	i	-3.3	i	i	i	i

Next structures follow:
SMILES	GSK3A inh	GSK3B inh	KCNK3 inh	DYRK1A inh	RGS4 pot	KCNQ1 inh	hERG protect	PolyA inhibitor	KCNK9 inh	KCNQ1 pot	RGS4 block
CCCS(=O)(=O)C/C(N)=N/OC(=O)c1ccccc1Cl	-1.4	3.0	i	.	i	i	-2.9	i	i	i	i
CCSc1nnc(NC(=O)c2ccc(S(=O)(=O)N(C)C)cc2)s1	-2.1	0.5	i	-5.9	i	i	-4.8	i	i	i	i
COc1ccc(CCC(=O)NCC2CCCCC2)cc1OC	-0.7	4.3	i	-1.8	i	i	-6.5	i	i	i	i
COc1cc(S(=O)(=O)N(Cc2cccs2)CC2CCCO2)ccc1-n1cnnn1 (configuration not stated)	-1.8	0.9	i	-8.0	i	i	-7.1	i	i	i	i
Cc1cc(NC(=O)c2cccs2)ncc1NC(=O)C(C)C	5.4	-2.6	i	10.2	i	i	-3.8	i	i	i	i
CCC(Sc1nc(-c2ccccc2)c(-c2ccccc2)[nH]1)C(=O)O (configuration not stated)	-1.1	-0.6	i	-2.5	i	i	-5.2	i	i	i	i
CC(=O)Nc1ccc(NC(=O)C(C)n2nc([N+](=O)[O-])c(Br)c2C)cc1 (configuration not stated)	-7.5	-23.1	i	2.3	i	i	-1.7	i	i	i	i
CCOC(=O)c1nn(-c2ccccc2C)c(=O)cc1OCC(=O)N1CCN(c2ccccc2)CC1	.	5.2	i	17.3	i	i	-5.8	i	i	i	i
COc1ccc(N(CC(=O)O)S(=O)(=O)c2ccccc2[N+](=O)[O-])c(OC)c1	-2.2	4.5	i	-3.1	i	i	-2.6	i	i	i	i
CC1(C)CC(=O)C(C(C2=C(O)CC(C)(C)CC2=O)c2ccc(Cl)c([N+](=O)[O-])c2)C(=O)C1 (configuration not stated)	1.3	3.7	i	.	i	i	-12.6	i	i	i	i
O=C(NC1CCCc2c1cnn2-c1ccc(F)cc1F)c1ccccn1 (configuration not stated)	-1.2	1.7	i	-1.4	i	i	-7.5	i	i	i	i
Cc1occc1C(=O)Nc1ccccc1NC(=O)c1ccoc1C	-2.2	0.6	i	3.3	i	i	-7.4	i	i	i	i
COc1cc(/C=C2\CCC/C(=C\c3ccc(O)c(OC)c3)C2=O)ccc1O	-3.8	-0.4	i	12.8	-9.86*	i	-11.6	i	i	i	i
COc1cccc(CNC(=O)c2cccnc2Sc2ccccc2)c1	.	0.2	i	-5.1	i	i	-10.7	i	i	i	i
